# mIDH1 inhibitor = qHTS for Inhibitors of mutant isocitrate dehydrogenase 1 (IDH1): qHTS | Isocitrate dehydrogenase [NADP] cytoplasmic (Homo sapiens), O75874 | IDH1-R132H enzyme, NADPH consumption, diaphorase/resazurin fluorescence | Potency, µM (highest dose often 76.6 µM), for inactives: top-dose activity change, negative = inhibition, hits mostly inhibitors | hit rate 0.093% among 390,000 | AID 602179, 2012; further: on the % scale 0 is the no-effect control and ±100 the full control effect; nearly all actives have a fitted effect of over 65% in size
#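 IDH1-R132H (0.5 ug/mL) preincubated 30 min with compound, then NADPH (0.016 mM) and alpha-KG (2 mM) added; 80 min at RT, pH 7.5. Remaining NADPH coupled via diaphorase/resazurin to fluorescence (540/590 nm); concentration-response curves normalized to no-enzyme control.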
# TrxR1 substrate = qHTS Assay for Substrates of Mammalian Selenoprotein Thioredoxin Reductase 1 (TrxR1): qHTS. Thioredoxin reductase 1, cytoplasmic (Rattus norvegicus), O89049. purified TrxR1 substrate turnover, NADPH consumption readout. Potency, µM (doses to about 114 µM), for the others: at the highest dose activity change, negative = substrate turnover. hit rate 0.01% among 390,000. AID 588456, 2011; further: on the % scale 0 is the no-effect control and ±100 the full control effect; nearly all actives have a fitted effect of over 50% in size
#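 Rat TrxR1, dispensed at 90 nM, was prereduced with 400 uM NADPH (final) for 5 min at ~22 deg C, then incubated with compound 15 min before 400 uM selenite. A first-read NADPH fluorescence drop versus no-compound background flagged substrates.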
# RGS4 inh = Inhibitors of Regulator of G Protein Signaling (RGS) 4: qHTS | Regulator of G-protein signaling 4 (Homo sapiens), P49798 | Transcreener GDP fluorescence polarization, RGS4-accelerated GTP hydrolysis | Potency, µM (doses to about 114 µM), without a hit: top-dose activity change, negative = inhibition, actives largely listed as inhibitors | hit rate 0.039% among 390,000 | AID 504845, 2011; further: on the % scale 0 is the no-effect control and ±100 the full control effect; nearly all actives have a fitted effect of over 75% in size; some results filed as inactive show a strong effect at the top dose
# Target sequence (P49798 whole entry, looked up): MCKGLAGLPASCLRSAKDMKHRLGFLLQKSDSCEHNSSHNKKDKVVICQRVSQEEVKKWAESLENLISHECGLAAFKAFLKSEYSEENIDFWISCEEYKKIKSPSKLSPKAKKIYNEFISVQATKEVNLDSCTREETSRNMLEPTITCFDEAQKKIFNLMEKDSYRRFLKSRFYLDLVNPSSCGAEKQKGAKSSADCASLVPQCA
#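 MLSMR compounds (23 nl, pin-transferred) preincubated 10 min at room temperature with a 500nM (2x) first reagent, then RGS4 at 900nM (2x) plus Transcreener GDP mix added; fluorescence polarization (620/688 nm) read before and after 90 min at 30 °C.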
# RXFP1 ag = qHTS Assay for Agonists of the Relaxin Receptor RXFP1; Potency, µM (series often up to 57.5 µM), without a hit: at the highest dose activation, most hits filed as activators; AID 2676, 2010; Relaxin receptor 1 (Homo sapiens), Q9HBX9; HEK293T-RXFP1 cAMP TR-FRET, 30 min; response scale: percent of porcine relaxin response, buffer zero; hit rate 0.3% among 370,000; further: on the % scale 0 is the no-effect control and ±100 the full control effect; nearly all actives have a fitted effect of over 60% in size; many of its hits are not listed in these tables
#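 cAMP rise read by TR-FRET after 30 min, 37C compound exposure (up to 58 uM) in RXFP1-transfected HEK293 cells with Ro 20174 present. EC50 from Hill-equation fits, with 29 nM porcine relaxin as 100% and buffer as basal.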
# TrxR1 inh = qHTS Assay for Inhibitors of Mammalian Selenoprotein Thioredoxin Reductase 1 (TrxR1): qHTS | Thioredoxin reductase 1, cytoplasmic (Rattus norvegicus), O89049 | AID 588453, 2011 | Potency, µM (top dose mostly 114 µM), without a hit: at the highest dose activity change, negative = inhibition, most hits filed as inhibitors | hit rate 1% among 390,000 | recombinant rTrxR1, NADPH fluorescence consumption, selenite substrate; further: on the % scale 0 is the no-effect control and ±100 the full control effect; nearly all actives have a fitted effect of over 65% in size
#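 Rat TrxR1 (90 nM in the dispensed reagent) was pre-reduced with 400 uM NADPH for 5 min at room temperature, then incubated with compound for 15 min. After 400 uM selenite was added, NADPH fluorescence (Ex 340/Em 450 nm) was followed for 8 min.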
# Vif-APOBEC3G blk = qHTS for Inhibitors of Vif-A3G Interactions: qHTS; HeLa A3G-eYFP + Vif (tagged APOBEC3G with the HIV-1 protein that degrades it), YFP fluorescence, overnight; Potency, µM (doses to about 46.1 µM), without a hit: at the top dose activity, negative = active, usual class: inhibitors; hit rate 0.076% among 410,000; AID 602310, 2012;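 further: on the % scale 0 is the no-effect control and ±100 the full control effect; nearly all actives have a fitted effect of over 60% in size; hits raise eYFP signal because A3G escapes Vif-driven loss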
#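 Read-out is eYFP fluorescence (Ex 488/Em 500-530) from Vif-expressing HeLa A3G-eYFP cells; more signal means A3G escaped Vif-mediated degradation. Cells plated overnight, compound pinned in, incubated overnight at 37 deg C.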
# ALOX12 inh = Primary qHTS assay for inhibitors of human arachidonate 12S-lipoxygenase (ALOX12): Round 2; hit rate 1.1% among 580,000; purified 12hLO, xylenol orange hydroperoxide absorbance; Potency, µM (titrated, usually from 108 µM), for the others: top-dose activity change, negative = inhibition, actives largely listed as inhibitors; AID 1671190, 2021; Polyunsaturated fatty acid lipoxygenase ALOX12 (Homo sapiens), P18054; further: on the % scale 0 is the no-effect control and ±100 the full control effect
#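 Hydroperoxide product was detected by ferrous iron/xylenol orange as the 573 to 405 nm absorbance ratio. Arachidonic acid at 40 uM (final) was turned over for 30 min at room temperature by 150 nM human 12hLO, pH 7.0 Hepes buffer, after 15 min compound preincubation.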
# Vif-A3F inh = qHTS for Inhibitors of Vif-A3F Interactions: qHTS; HeLa A3F-eYFP + Vif (tagged APOBEC3F with the HIV-1 protein that degrades it), YFP fluorescence increase; hit rate 0.2% among 390,000; Potency, µM (series often up to 46.1 µM), without a hit: at the highest dose activity, negative = active; further: % of control where 0% means no effect; nearly all actives have a fitted effect of over 65% in size
#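 Fluorescence increase (Ex 488/Em 500-530) after overnight compound treatment at 37 deg C flags inhibition of Vif-driven A3F-eYFP loss in stable HeLa A3F-eYFP/Vif cells seeded overnight beforehand.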
# USP1-UAF1 inh = Inhibitors of USP1/UAF1: Primary Screen. Potency, µM (titrated, usually from 57.1 µM), inactives show at the top dose activity change, negative = inhibition, usual class: inhibitors. AID 743255, 2014. hit rate 0.23% among 390,000. recombinant USP1/UAF1, Ub-Rhodamine cleavage fluorescence; further: on the % scale 0 is the no-effect control and ±100 the full control effect; nearly all actives have a fitted effect of over 60% in size; inactives centre near -12
# Target sequence (O94782 whole entry, looked up): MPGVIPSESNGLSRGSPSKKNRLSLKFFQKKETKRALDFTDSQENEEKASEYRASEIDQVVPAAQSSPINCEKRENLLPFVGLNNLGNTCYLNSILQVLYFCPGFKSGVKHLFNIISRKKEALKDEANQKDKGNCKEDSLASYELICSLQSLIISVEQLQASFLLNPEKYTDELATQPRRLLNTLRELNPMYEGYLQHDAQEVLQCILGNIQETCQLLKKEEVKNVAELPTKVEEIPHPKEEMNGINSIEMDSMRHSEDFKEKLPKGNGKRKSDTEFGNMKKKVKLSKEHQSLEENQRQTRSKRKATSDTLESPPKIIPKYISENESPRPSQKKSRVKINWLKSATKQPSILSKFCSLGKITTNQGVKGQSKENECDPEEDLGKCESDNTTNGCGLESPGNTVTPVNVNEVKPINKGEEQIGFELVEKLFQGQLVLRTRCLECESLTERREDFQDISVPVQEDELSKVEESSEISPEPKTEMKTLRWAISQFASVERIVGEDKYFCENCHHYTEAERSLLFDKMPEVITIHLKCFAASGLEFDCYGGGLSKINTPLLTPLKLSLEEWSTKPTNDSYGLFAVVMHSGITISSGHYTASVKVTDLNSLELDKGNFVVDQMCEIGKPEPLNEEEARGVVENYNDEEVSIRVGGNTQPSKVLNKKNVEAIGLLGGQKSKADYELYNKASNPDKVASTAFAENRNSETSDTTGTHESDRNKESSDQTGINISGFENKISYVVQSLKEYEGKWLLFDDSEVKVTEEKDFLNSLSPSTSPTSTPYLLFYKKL
#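 1 nM enzyme complex + cpd, 15 min RT; start with Ub-Rho 150nM final; kinetic fluorescence ex 480/em 540, 6 reads q60 s. Buffer 50mM HEPES pH 7.8, 0.5mM EDTA, 0.1 mg/ml BSA, 1mM TCEP, 0.01% Tween-20.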
# * hit, by the source's call; ? = inconclusive; / = not tested or not shown; & = joins results of further samples; [ ] = another dose, or the depositor's remark. The call rests on the fitted dose curve; in most records, active means well fitted curve in the direction sought with a large enough effect; inconclusive means small, poorly fitted or top-dose-only effect, or another doubt; inactive means no such curve, though single readings can be large; an effect the other way counts as inactive or inconclusive. Potency means the concentration at half of the fitted maximal effect. A portion of the library; rates above refer to the full screens.
SMILES | mIDH1 inhibitor | TrxR1 substrate | RGS4 inh | RXFP1 ag | TrxR1 inh | Vif-APOBEC3G blk | ALOX12 inh | Vif-A3F inh | USP1-UAF1 inh
CCOC(=O)COc1cc(-n2c(=S)[nH]c3ccccc3c2=O)c(Cl)cc1Cl | 1% | -2%[57.1 µM] | -19% | -0.4% | 2%[57.1 µM] | 0% | ? | 0% | -4%
c1ccc(CNc2nc(-c3cccs3)nc3ccccc23)nc1 | 16% | -10% | -3% | 5.1% | 28%[57.1 µM] | -5% | 4% | 1% | ?
C=CCNC(=O)c1ccc(-n2cccc2)cc1 | 0% | 5% | 10% | -0.1% | 10% | 0% | -1% | -1% | -19%
O=C(NNc1ccccn1)C(=O)NNS(=O)(=O)c1ccc(F)cc1 | 0% | -5% | 21% | -2.6% | -14%[57.1 µM] | -8% | 6% | 2% | 9%
Cc1ccc(-c2nn(-c3ccccc3)cc2/C=C(\C#N)c2cccc(C#N)c2)o1 | 2% | -3% | -36% | 2.2% | -24% | -5% | / | ? | -5%
COC(=O)c1ccc(NC(=O)Nc2cccc(F)c2)cc1 | 0% | 4% | 3% | 1.3% | 19% | -11% | -15% | -5% | ?
CCOc1ccc(-n2c(SCC(=O)N3CCc4ccccc43)nc3c([nH]c4ccccc43)c2=O)cc1 | 6% | -4%[57.1 µM] | 1% | 3.5% | 13%[57.1 µM] | 0% | -9% | -7% | -13%
COC(=O)[C@H](CC(C)C)N1Cc2cc(OC)cc(OC)c2-c2ccccc2S1(=O)=O | -4% | 32% | -8% | / | ? | 1% | 25µM* | -3% | -28%
O=C(Nc1cccc2ccccc12)N1CC=CCC1 | -8% | 46%[activator] | -46% | 1.5% | 5% | -18% | 119%[activator] | -6% | 3%
COCCCn1c(C)nc2c(c1=O)c1nc3ccccc3nc1n2CCc1ccccc1 | 12% | 108%[activator] | 18% | -1.8% | -8% | 3% | / | -7% | -20%
Cc1oc(-c2ccc(Cl)cc2)cc1C(=O)O | 14% | 9% | -20% | -0.9% | 9% | -6% | 0% | 2% | -21%
CC(C)n1c(=S)[nH]c2ccccc2c1=O | 5% | 6%[57.1 µM] | -22% | 5.5% | -19%[57.1 µM] | 2% | ? | -10% | -16%
CCN1C(=O)[C@H]2[C@@H](c3ccc(OC)cc3)N[C@]3(CCCN(Cc4ccco4)C3=O)[C@H]2C1=O | 4% | / | / | / | / | -1% | ? | -6% | -7%
O=C1CCCN1c1cccc(Br)c1 | 1% | -8% | -6% | 2.2% | -12% | 0% | -19% | 12% | 2%
Cc1nc(-c2ccc(F)cc2)c(CC(=O)Nc2cc(S(=O)(=O)N3CCCCC3)ccc2C)s1 | 1% | -13%[57.1 µM] | -5% | -1.4% | 11% | 0% | -29% | -28% | 6%
Cc1c(C)n(Cc2ccccc2)c2ccc(C(=O)NCCCN3CCOCC3)cc12 | 18% | 10% | 5%[11.4 µM] | -0.4% | 11% | 0% | 12% | -3% | -22%
COc1ccc(OCc2cc(C(=O)NCCN3CCCC(O)C3)no2)c(Cl)c1 (stereo not given) | -12% | 8% | 15% | 3.5% | 17% | -2% | 323%[activator] | 2% | -15%
Cc1cc(C)c(CN2CCCC(CNC(=O)c3ccc(F)cc3)C2)c(-n2cccn2)c1 (stereo not given) | 9% | 4% | 30% | -0.3% | 34% | -2% | ? | 0% | -5%
CCOC(=O)c1cnn(Cc2ccccc2)c1N | 1% | 10% | -17% | -1.3% | 12% | -1% | 4% | -1% | 5%
COc1ccc2cc(C(=O)N3CCN(c4ccc(F)cc4)CC3)[nH]c2c1 | 0% | -3% | -1% | 14% | 1% | 0% | ? | -8% | -25%
COc1cc([N+](=O)[O-])cc(/C=N\NC(=O)C2COc3ccccc3O2)c1O (stereo not given) | -4% | -17% | -17% | -3.8% | -4% | -8% | -13% | 10% | -19%
O=C(Cc1ccc(F)cc1)Nc1ccc(F)c([N+](=O)[O-])c1 | 2% | -2% | 8% | 1.6% | -1% | 1% | 0% | 5% | -3%
Cc1[nH]c(=O)[nH]c(=O)c1S(=O)(=O)N1CCC(C(=O)N2CCN(Cc3ccccc3)CC2)CC1 | 1% | 15%[57.1 µM] | 17% | -3.6% | 3%[57.1 µM] | 0% | / | 2% | -13%
CSc1ncccc1C(=O)N1CCCC(Nc2ccc(F)c(F)c2)C1 (stereo not given) | 6% | / | / | / | / | -1% | -59% | 0% | -23%
Cn1c(N)c(C(=O)CSc2nc3ccccc3[nH]2)c(=O)n(C)c1=O | 0% | -1% | 7%[11.4 µM] | ? | 20% | 0% | 11% | -4% | -11%
CN1CC(=O)N(CC(=O)Nc2ccc(Cl)c(C(F)(F)F)c2)c2ccccc2C1=O | 20% | 1%[57.1 µM] | -26% | -0.2% | 7%[57.1 µM] | 1% | -5% | 0% | -16%
COc1ccc(-c2noc(CCC(=O)Nc3nc4ccccc4s3)n2)cc1 | 0% | -9% | -7%[11.4 µM] | 8.6% | 29%[57.1 µM] | 2% | 135%[activator] | 11% | -13%
CCOC(=O)c1c(NC(=O)c2ccc(S(=O)(=O)N(CC(C)C)CC(C)C)cc2)sc2c1CCN(C(=O)OCC)C2 | 6% | 6%[57.1 µM] | -8% | 3.4% | 25%[57.1 µM] | -4% | 4% | 8% | -28%
COc1ccc(NC(=O)CSc2ccc3c(c2)OCCO3)cc1OC | 6% | -4%[57.1 µM] | -8% | 0.3% | 11%[57.1 µM] | 0% | 0% | 0% | -19%
O=C(C1CCCO1)N1CCN(Cc2c(O)ccc3ccccc23)CC1 (stereo not given) | 13% | 9% | ? | 1.7% | 7.1µM* | 2% | ? | -10% | -7%
O=C(CN1CCOCC1)Nc1ccc(N2CCN(c3ccccc3)CC2)c(F)c1 | 5% | -8%[57.1 µM] | -12% | -1.5% | 45%[57.1 µM] | 0% | -23% | 0% | -12%
COC(=O)C1=CN(CCCN2CCCC2=O)C=C(C(=O)OC)C1c1ccccc1C(F)(F)F | 6% | 385%[activator] | -31% | 8.1% | -18% | -4% | 0% | -4% | -18%
O=C(O)C(Cc1ccccc1)N1C(=O)c2ccccc2C1=O (stereo not given) | 1% | 13%[57.1 µM] | -33% | 1.4% | 26%[57.1 µM] | 0% | -8% | -4% | -14%
O=C(OCCN1C(=O)CCC1=O)c1ccc(S(=O)(=O)N2CCCCC2)cc1 | 0% | 6% | -21% | 2.0% | 9%[57.1 µM] | -1% | 1% | 0% | -15%
O=C(CSc1nccn1-c1ccc(Cl)cc1)Nc1cccc2ccccc12 | -7% | 2%[57.1 µM] | -35% | 2.4% | 16%[57.1 µM] | 11% | -16%&6% | 3% | -17%
COc1ccc(C2Nc3ccccc3C(=O)N2c2ccc(C)cc2)cc1Cn1nc(C)c([N+](=O)[O-])c1C (stereo not given) | 4% | 1% | 6% | -0.3% | 27% | 2% | 0% | 6% | 4%
CCOc1ccc(NC(=O)CC2C(=O)N(c3cccc(OC)c3)C(=O)N2C2CCCCC2)cc1 (stereo not given) | 11% | -11% | 33% | 2.0% | 2% | 3% | -27% | 0% | 4%
O=C(Cn1c(=O)oc2cc(S(=O)(=O)N3CCCC3)ccc21)N1CCN(c2ccccc2)CC1 | 0% | -1% | -21% | -0.4% | 2% | 1% | -26% | 0% | -18%
Cc1onc(-c2c(F)cccc2Cl)c1C(=O)N1CCCC1 | 13% | 0% | -6% | 0.0% | -1% | -1% | 4% | ? | -18%
Cc1ccccc1-n1c(=O)cc(N2CCCCCC2)[nH]c1=O | 9% | 7% | -9% | 0.4% | 8% | 0% | ? | 3% | -16%
CC(C)NC(=O)[C@@H]1CSC2c3ccccc3C(=O)N21 (stereo not given in full) | 9% | 9% | 2% | 2.1% | 27% | 0% | 0% | 2% | -11%
Cc1cc(C)cc(C(=O)NCCCc2ccccc2)c1 | -10% | 3% | 16% | 1.0% | 14% | -7% | -6% | -9% | -15%
COc1ccc2c(c1)[nH]c1c(=O)n(CCCN3CCOCC3)cnc12 | 6% | 6% | -4% | -1.9% | 10% | -1% | 0% | -12% | -3%
COc1ccc(OC)c(-n2c(O)cnc2Nc2nc(C)cc(C)n2)c1 | 1% | 5%[57.1 µM] | 10% | 0.9% | 4% | -7% | ? | 1% | -10%
CN(C)CCNC(=O)c1cc2ccccc2oc1=O | -1% | 23%[57.1 µM] | 1% | 1.3% | -15% | 5% | -7%&16% | -5% | -6%
Cn1ccnc1Sc1nc(Nc2cccc(Cl)c2)nc(N2CCOCC2)n1 | 1% | -6% | -2% | 7.3% | -16% | 0% | 0% | 0% | -22%

# From PubChem BioAssay
